ATXN2 expr inh: Primary qHTS for Inhibitors of ATXN expression. HEK-293 ATXN2-luciferase reporter, luminescence, 24 h. Potency, µM (top dose mostly 57 µM), for inactives: top-dose activity change, negative = inhibition, usual class: inhibitors. 0.72% of 360,000 active. AID 1745845, 2022; note: potency is the fitted concentration of half-maximal effect; % is set by controls: 0 for no effect and ±100 for the full control effect; nearly all actives have a fitted effect of over 55% in size
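ATXN2-luciferase reporter cells (luciferase flanked by upstream and downstream ATXN2 gene portions) were treated 24 h at 37 °C with compounds at up to 57 uM. SteadyGlo luminescence gave expression; GF-AFC fluorescence gave viability.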
Nrf2 inh: Nrf2 qHTS screen for inhibitors. Potency, µM (series often up to 46 µM), for the others: at the top dose activity change, negative = inhibition, hits mostly inhibitors. AID 504444, 2011. A549 ARE-Fluc reporter, luciferase luminescence, 18-24 h. 2.1% of 360,000 active; note: potency is the fitted concentration of half-maximal effect; % is set by controls: 0 for no effect and ±100 for the full control effect; nearly all actives have a fitted effect of over 60% in size
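Concentration-response testing used A549 ARE_Fluc cells at 5000 cells/well. Following an 18-24 h compound incubation, viability was read by fluorescence (Ex 405/Em 525) and luciferase output by luminescence.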
EPAC2 ag: qHTS for Agonist of cAMP-regulated guanine nucleotide exchange factor 4 (EPAC2): primary screen. EPAC2 activation, biochemical qHTS; response scale: 100% = 6.5 mM cAMP response. 0.079% of 360,000 active. Potency, µM (series often up to 154 µM), inactives show top-dose activation, hits mostly activators; note: potency is the fitted concentration of half-maximal effect; nearly all actives have a fitted effect of over 50% in size
Target sequence (Q8WZA2 whole entry, looked up): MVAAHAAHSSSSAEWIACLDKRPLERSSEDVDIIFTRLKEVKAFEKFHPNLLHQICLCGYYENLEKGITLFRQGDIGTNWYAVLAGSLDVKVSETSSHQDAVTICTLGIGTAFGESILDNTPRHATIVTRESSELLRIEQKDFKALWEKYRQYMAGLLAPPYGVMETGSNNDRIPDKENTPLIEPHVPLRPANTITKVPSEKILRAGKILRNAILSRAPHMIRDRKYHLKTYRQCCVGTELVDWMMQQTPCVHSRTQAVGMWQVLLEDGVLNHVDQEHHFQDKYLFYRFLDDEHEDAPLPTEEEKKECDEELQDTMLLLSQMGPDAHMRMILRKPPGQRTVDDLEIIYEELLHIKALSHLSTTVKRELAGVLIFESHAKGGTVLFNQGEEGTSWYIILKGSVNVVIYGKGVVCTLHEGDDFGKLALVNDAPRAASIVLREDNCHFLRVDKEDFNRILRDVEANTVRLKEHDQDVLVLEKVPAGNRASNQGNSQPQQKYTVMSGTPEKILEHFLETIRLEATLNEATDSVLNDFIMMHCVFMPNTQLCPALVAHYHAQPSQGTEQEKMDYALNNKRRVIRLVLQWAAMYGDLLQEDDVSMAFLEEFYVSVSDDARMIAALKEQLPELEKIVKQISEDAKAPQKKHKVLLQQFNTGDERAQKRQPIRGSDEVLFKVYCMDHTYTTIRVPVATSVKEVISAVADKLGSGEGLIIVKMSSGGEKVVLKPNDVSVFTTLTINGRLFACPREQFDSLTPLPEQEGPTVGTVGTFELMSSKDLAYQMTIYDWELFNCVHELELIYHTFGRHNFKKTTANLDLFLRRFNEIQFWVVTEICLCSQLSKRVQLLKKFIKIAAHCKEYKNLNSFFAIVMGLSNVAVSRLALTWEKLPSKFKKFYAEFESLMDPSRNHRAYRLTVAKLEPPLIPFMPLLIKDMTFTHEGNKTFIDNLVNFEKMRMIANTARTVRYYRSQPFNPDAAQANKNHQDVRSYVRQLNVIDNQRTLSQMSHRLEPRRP
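Each well held 100 nM EPAC2, 250 nM RAP1B-BODIPY-GDP and 50 uM GDP. Fluorescence, read at 5-min intervals to 30 min, was referenced to a 6.5 mM cAMP positive control.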
Nrf2 ARE act: qHTS of Nrf2 Activators | 0.31% of 410,000 active | Potency, µM (series often up to 46.1 µM), without a hit: at the highest dose activation, usual class: activators | AREc32 ARE-luciferase reporter (MCF7-derived line), luminescence, 24 h | AID 624171, 2012; note: potency is the fitted concentration of half-maximal effect; % of control where 0% means no effect; nearly all actives have a fitted effect of over 65% in size
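For detection, Steady-Glo was added and plates sat 30 min at RT; before that, AREc32_Fluc cells grown overnight in OPTI-MEM/5% FBS had been treated with 23 nL compound for 24 hr at 37 deg C.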
S2 tox: Viability Counterscreen for Primary qHTS for Inhibitors of ATXN expression | S2 cells (HEK-293 line with an ATXN2-luciferase reporter) viability, CellTiter-Fluor protease fluorescence, 24 h | Potency, µM (titrated, usually from 56.7 µM), usual class: cytotoxic | 0.49% of 400,000 active | AID 651635, 2014; note: potency is the fitted concentration of half-maximal effect; nearly all actives have a fitted effect of over 40% in size
A549 tox: Nrf2 qHTS screen for inhibitors: counterscreen for cytotoxicity | A549 ARE-Fluc cells, CellTiter-Fluor viability, 18-24 h | Potency, µM (doses to about 46 µM), for inactives: at the highest dose activity change, negative = cytotoxicity, hits mostly inhibitors | 0.16% of 390,000 active; note: potency is the fitted concentration of half-maximal effect; % is set by controls: 0 for no effect and ±100 for the full control effect
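A549 ARE-Fluc cells in 5% FBS OPTI-MEM, 5000 cells/well, rested 2 h then exposed to compounds in concentration-response for 18-24 h at 37 °C. Viability by CellTiter-Fluor fluorescence (Ex 405/Em 525) after 30 min; luciferase luminescence (BugLite, 15 min, RT) read afterwards.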
HepG2 viability: qHTS for Inhibitors of TGF-b: Cytotox Counterscreen. HepG2 CAGA-GFP viability, ATP luminescence, 18 h. Potency, µM (top dose mostly 46.1 µM), inactives show at the top dose activity change, negative = cytotoxicity, actives largely listed as cytotoxic. 0.76% of 410,000 active; note: potency is the fitted concentration of half-maximal effect; some results filed as inactive show a strong effect at the top dose
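HepG2 CAGA-GFP cells (1000/well, DMEM with 1% FBS) received compound, then TGF-beta at 500 pg/mL final, and were incubated 18 hours at 37 degrees C. Viability was read by CellTiter-Glo luminescence. Media-only wells were set as complete cell-killing and DMSO as no toxicity.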
IL2 activator: qHTS of IL-2 Activators; IL-2 activation reporter assay, cell-based qHTS; stimulated with anti-CD3/CD4/CD28 beads; in transgenic mouse T cells; activation, % (series mostly up to about 46 µM); 0.065% of 360,000 active; in the data active = activation above about 50%; inconclusive = mostly about 30% to 49%; note: 0% is about no effect
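Readout: EGFP and DsRed signals by fluorescent plate cytometry. Unstimulated transgenic mouse T cells received compound 60 min before antibody-bead stimulation, then incubated 18 h at 37 degrees C.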
TGFb inhibitor: qHTS for Inhibitors of TGF-b; HepG2 CAGA-GFP TGF-b/SMAD3 reporter, GFP fluorescence, 18 h; TGF-beta stimulated, 500 pg/mL final; Potency, µM (titrated, usually from 46.1 µM), for inactives: at the top dose activity, negative = inhibition, hits mostly inhibitors; 1.2% of 410,000 active; AID 588855, 2011; note: potency is the fitted concentration of half-maximal effect; % is set by controls: 0 for no effect and ±100 for the full control effect; nearly all actives have a fitted effect of over 65% in size
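Using HEPG2 CAGA-GFP reporter cells at 1000 cells/well, we pinned test compounds, stimulated with recombinant TGF-beta (500 pg/mL final) and measured total well GFP after 18 h.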
* marks the source's active call; other numbers are inactive results; i = inactive; ? = inconclusive; / = not tested or not shown; & = joins results of further samples; [ ] = another dose, or the depositor's remark. Unless noted, calls come from the whole dose curve; as a rule, active = well fitted curve in the direction sought with a large enough effect; inconclusive = small, poorly fitted or top-dose-only effect, or another doubt; inactive = no such curve, though single readings can be large; an effect the other way counts as inactive or inconclusive. The order is random; 4.3% or so of the library scored in one or more.

SMILES | ATXN2 expr inh | Nrf2 inh | EPAC2 ag | Nrf2 ARE act | S2 tox | A549 tox | HepG2 viability | IL2 activator | TGFb inhibitor
CC(=O)c1cccc(-n2nnnc2SCC(=O)N2CCCC2)c1 | -16% | 6% | 0% | 0.3% | i | -7% | 2% | -0.4 | -23%
Cc1cccc(C)c1Nc1c(-c2ccsc2)nc2cccc(C)n12 | -8% | ? | / | ? | i | -14% | -17% | / | -2%
O=C(c1ccccc1NS(=O)(=O)c1cccs1)N1CCOCC1 | 0% | ? | 4% | 3.0% | i | 0% | -4% | -0.7 | 17%
CCN(CC)S(=O)(=O)c1ccc(NC(=O)CC(NC(C)=O)c2ccccc2)cc1 (stereo not given) | 12% | 10% | 0% | -0.3% | i | 0% | 8% | -3.9 | -5%
O=C(NCc1cccnc1)c1cc(Sc2cccc(Cl)c2)nc2ccccc12 | -19% | -24% | ? | 2.4% | i | 9% | -14% | -3.0 | 11µM*
CC1(C)CC(=O)c2c(O)cc(OCc3ccc([N+](=O)[O-])cc3)cc2O1 | 70%[activator] | -2% | -8% | 0.6% | i | 3% | -2% | 0.5 | 4%
Cc1c(OCc2ccc(C(=O)O)o2)ccc2c3c(c(=O)oc12)CCC3 | 3% | 25% | 9% | -1.4% | i | -4% | -32% | 0.0 | ?
O=C(OCc1cccc([N+](=O)[O-])c1)c1ccc2ccccc2n1 | -13% | -15% | 14% | 3.4% | i | -1% | -4% | -1.6 | -11%
Cc1ccc2c(c1)Cc1c(nc(-c3ccc(F)cc3)nc1SCC(=O)N1CCCCC1)O2 | 3% | -11% | / | 4.8% | i | 4% | -16% | / | -2%
CCc1cc(=O)oc2cc(C)cc(OCC(=O)NCCN3CCOCC3)c12 | 3% | -12% | 6% | -0.2% | i | 5% | 1% | -1.3 | -2%
COc1ccc(S(=O)(=O)NCc2cccnc2)c(Cl)c1Cl | / | / | 6% | 0.5% | i | / | -11% | 0.1 | 7%
CCCC(C)C(=O)Nc1ccc2c(c1)OCCO2 (stereo not given) | 36% | / | 5% | -0.1% | i | 2% | 17% | -2.5 | -2%
Cc1ccc2nc(SCC(=O)NCc3ccc(F)cc3)[nH]c2c1 | -1% | -1% | -6% | -0.7% | i | 4% | -28% | -0.6 | -22%
CCC(CC)NC(=O)COC(=O)c1ccc(NS(=O)(=O)c2ccc3c(c2)OCCO3)cc1 | 2% | -15% | -3% | 0.3% | i | -1% | -19% | -0.5 | -20%
CCN1C(=O)c2ccccc2S(=O)(=O)c2ccc(C(=O)NCCOC)cc21 | -10% | 3% | 9% | 0.0% | i | 2% | -23% | -2.7 | -4%

Structures from the list above with a thiophene ring, fused or not (two):
SMILES | ATXN2 expr inh | Nrf2 inh | EPAC2 ag | Nrf2 ARE act | S2 tox | A549 tox | HepG2 viability | IL2 activator | TGFb inhibitor
Cc1cccc(C)c1Nc1c(-c2ccsc2)nc2cccc(C)n12 | -8% | ? | / | ? | i | -14% | -17% | / | -2%
O=C(c1ccccc1NS(=O)(=O)c1cccs1)N1CCOCC1 | 0% | ? | 4% | 3.0% | i | 0% | -4% | -0.7 | 17%

Ordered by the number under IL2 activator (rising): three from the list above.
Compound	IL2 activator
CCN(CC)S(=O)(=O)c1ccc(NC(=O)CC(NC(C)=O)c2ccccc2)cc1 (stereo not given)	-3.9
CCN1C(=O)c2ccccc2S(=O)(=O)c2ccc(C(=O)NCCOC)cc21	-2.7
COc1ccc(S(=O)(=O)NCc2cccnc2)c(Cl)c1Cl	0.1

Additional entries.
SMILES | ATXN2 expr inh | Nrf2 inh | EPAC2 ag | Nrf2 ARE act | S2 tox | A549 tox | HepG2 viability | IL2 activator | TGFb inhibitor
O=C(NCC1CCN(C(=O)c2cccc([N+](=O)[O-])c2)CC1)c1cccc([N+](=O)[O-])c1 | 1% | -21% | 1% | 0.3% | i | 1% | 2% | 0.6 | 2%
O=c1c2ccccc2oc2nc(-c3ccco3)n(-c3ccccc3)c(=O)c12 | -1% | 2% | -2% | ? | i | 3% | -15% | -1.5 | -13%
C/C(Cc1ccccc1)=N\NC(=O)CNC(=O)c1cccc(Cl)c1 | 3% | 4% | 6% | 1.5% | i | ? | 3% | -1.9 | 10%
C=COCCNC(=S)N1CCOCCOCCN(C(=S)NCCOC=C)CCOCC1 | -16% | -8% | 9% | -1.5% | i | 0% | -35% | -0.4 | 0%
CCOC(=O)CNC(=O)N1CCCC(C(=O)c2ccc3c(c2)OCO3)C1 (stereo not given) | / | -2% | 8% | 3.9% | i | -2% | -44% | -0.4 | -15%
CC(O)CNc1ncnc2cc(-c3ccc(F)cc3)sc12 (stereo not given) | -1% | ? | 2% | 5.4% | i | 1% | -54% | -0.4 | 10%
CC(=O)Nc1nonc1-c1nnc(SCC(=O)Nc2ccccc2Cl)n1C | -6% | -4% | / | -0.4% | i | 19% | -9% | / | -3%
O=C1CN(S(=O)(=O)c2ccc(Cl)cc2)c2ccccc2N1 | 2% | -7% | 6% | 0.3% | i | 0% | -13% | -1.3 | -3%
CCNc1ccc(S(=O)(=O)N(C)C)cc1NCC(=O)Nc1ccc(Br)cc1F | -14% | ? | 10% | 4.4% | i | 2% | -5% | -5.1 | 0%
Cc1ccc(S(=O)(=O)N(C)CC(=O)NC2CC(C)(C)NC(C)(C)C2)cc1 | -10% | 0% | 1% | -0.3% | i | 1% | 1% | -1.9 | -13%
Nc1nonc1-n1nnc(C(=O)N/N=C/c2ccc(OCc3cccc(Cl)c3)cc2)c1CN1CCCCC1 | 1% | -5% | 10% | 2.2% | i | 2% | 4% | -2.5 | -4%
Fc1ccccc1-c1nc(-c2ccc(Cl)cc2)no1 | 97%[activator] | ? | 1% | ? | ? | 0% | -2% | -0.6 | 8%
COc1ccc(OCC(=O)Nn2c(-c3ccc(C)cc3)nc3ccccc3c2=O)cc1 | -3% | -20% | -8% | 2.5% | ? | 1% | -23% | -0.4 | -8%
CCNc1nc(NCC)n2c(SCC(=O)Nc3ccc(C)cc3Br)nnc2n1 | 2% | -13% | 3% | 5.0% | i | -4% | -21% | -0.6 | -2%
O=C(O)c1ccc(-n2nc(C(F)(F)F)c3c2CCCC3)cc1 | 5%&-4% | -18%&-2% | 10%&16% | -0.9%&2.5% | i | 0%&6% | -17%&-21% | 0.9&-2.6 | -9%&10%
Cn1c(C(=O)N2CCOCC2)cnc1Sc1ncc(C(F)(F)F)cc1Cl | -1% | 3% | 5% | -0.6% | ? | -5% | 21% | -0.4 | 0%
Fc1ccc(NC(=S)Nc2cccnc2)c(F)c1F | -16% | -26% | -1% | 1.9% | i | 0% | -19% | -2.1 | -10%
Cc1ccc(-n2ncc3c(=O)n(CC(=O)N4CCN(c5ccccc5F)CC4)cnc32)cc1C | 5% | -2% | 0%[15.6 µM] | -0.8% | i | 10% | -19% | 0.9 | -9%
Cc1noc(NS(=O)(=O)c2ccc(N/C=C\C(=O)c3ccncc3)cc2)c1C | 0% | 8% | -7% | 0.4% | ? | ? | 8% | -2.8 | 0%
Cn1c(CN2CCN(S(C)(=O)=O)CC2)nc2cc([N+](=O)[O-])ccc21 | -15% | ? | 2% | 0.6% | i | 0% | -12% | -0.3 | -4%
O=C(NCc1cccc(Cl)c1)NC(=O)c1csc([N+](=O)[O-])c1 | / | 18% | 11% | -0.2% | i | 0% | 8% | 0.0 | 0%
CC1(C)CC(CC(=O)O)(c2ccc(Cl)cc2)CCO1 (stereo not given) | 5% | -16% | 2% | -0.6% | ? | -9% | 6% | 1.0 | 23%
COc1ccc(NC(=O)c2ccc(NC(=O)CSc3nccc(=O)[nH]3)cc2)cc1 | 13% | 8% | -2% | 0.4% | i | -7% | 5% | -1.7 | 1%
COc1cccc(CN2CCCC(CNC(=O)c3ccc(F)cc3)C2)c1OC (stereo not given) | / | 0% | -4% | 0.3% | i | 6% | -2% | -3.2 | 14%
CC(C)=CCC/C(C)=C/CC/C(C)=C/CC/C(C)=C/CC1=C(C)C(=O)c2ccccc2C1=O | -2% | 3% | -3% | 7.7% | i | -3% | -18% | 0.0 | ?
COCCCNc1c2c3c(cccc3[nH]c1=O)C(=O)c1ccccc1-2 | -38% | ? | 100µM* | -2.8% | / | 14% | -15% | 10 | -84%
O=C(O)CCc1nn2c3ccccc3nc2n(Cc2ccccc2)c1=O | -25% | 4% | -2% | 0.0% | ? | -11% | 8% | 0.8 | 7%
Cc1ccc(NC(=O)C2CCN(c3nn4c(=O)cc(C)nc4s3)CC2)cc1 | -5% | 5% | / | 0.3% | i | 9% | 1% | / | ?
COc1ccc(/C=N/NC(=S)NCc2ccccc2)cc1OC | -10% | ? | 9% | 0.3% | i | 13% | -3% | -0.5 | -2%
C[C@H](CO)N1C[C@H](C)[C@@H](CN(C)C(=O)CC2CC2)Oc2cc(Br)ccc2S1(=O)=O | -9% | / | 13% | -0.7% | i | / | -8% | -4.1 | -5%

Quoted at random: 2 entries already listed, in no set order.
SMILES | ATXN2 expr inh | Nrf2 inh | EPAC2 ag | Nrf2 ARE act | S2 tox | A549 tox | HepG2 viability | IL2 activator | TGFb inhibitor
COCCCNc1c2c3c(cccc3[nH]c1=O)C(=O)c1ccccc1-2 | -38% | ? | 100µM* | -2.8% | / | 14% | -15% | 10 | -84%
O=C(NCc1cccc(Cl)c1)NC(=O)c1csc([N+](=O)[O-])c1 | / | 18% | 11% | -0.2% | i | 0% | 8% | 0.0 | 0%
